ABCG2 inh: inhibitors of human ABCG2 transporter, ABCB1 counter-screen; Q9UNQ0; IgMXP3 cells, JC-1 efflux, flow cytometry; inhibition, % at 6.6 µM; actives 0.1% (n = 190,000); AID 1325;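 active = inhibition above 80%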;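 also: 0% = DMSO and 100% = nicardipine control wells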
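material = IgMXP3 (ABCG2) plus far-red-tagged CCRF-Adr (ABCB1) cells | amount = 3 million cells/mL, equal mix of both lines | also added = JC-1 transporter substrate | dosing = one concentration, 6.6 µM final | schedule = 10 min at 25 °C | measured by = flow cytometric JC-1 green MFI at 530 nm | read-out basis = percent efflux inhibition, scaled nicardipine 100% to DMSO 0%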
Rab2 wt GTP: changes GTP binding to wildtype dog Rab2A, up or down; GST-Rab2 wt beads, Bodipy-GTP binding, flow cytometry; AID 760; P61105; actives 0.19% (n = 190,000); GTP binding activity, % at 10 µM;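 active = GTP binding activity at least 20 points away from 100%, either lowered or raised; inconclusive = signal likely due to the compound's own green fluorescence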;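 also: 0% = beads with excess unlabeled GTP and 100% = no-compound control corrected for plate trend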
Rac1 wt GTP bind: modulators of human Rac1 wildtype GTP binding. P63000. GST-Rac1 beads, fluorescent GTP binding, flow cytometry; actives lie on both sides; 0 = cold GTP competed, 100 = untreated. GTP binding activity (% of control), % at 10 µM. actives 0.27% (n = 190,000);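 active = GTP binding activity at least 20 points away from the 100% control level, either lower or higher; inconclusive = compound flagged as likely green fluorescent, judged across all proteins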
Rab7 wt GTP bind: alters GTP binding to wildtype dog Rab7. GST-Rab7 beads, fluorescent GTP binding, flow cytometry; actives lie on both sides; untreated = 100%, excess cold GTP = 0%. GTP binding activity (percent of control), % at 10 µM. actives 0.055% (n = 190,000);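 active = fluorescent GTP binding to Rab7 beads changed by at least 20 points from the 100% baseline, either direction, mostly lower; inconclusive = compound itself probably fluorescent, or too few beads counted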;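 also: median green fluorescence of bound Bodipy-FL-GTP per Rab7 bead population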
HRas wt GTP bind: human HRas wildtype GTP binding, change in either direction. P01112. GST-Ras wt beads, Bodipy-FL-GTP binding, flow cytometry; actives lie on both sides. GTP binding activity, % at 10 µM. actives 0.14% (n = 190,000). AID 759;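 active = GTP binding activity at least 20% away from the 100% baseline, either lowered as inhibitor or raised as activator; inconclusive = flagged as likely green fluorescent, judged across all proteins in the well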;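 also: 0% = unlabeled GTP competition control and 100% = no-compound control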
Rac1 mut GTP: modulators of GTP binding to human Rac1 activated mutant; percent activity (GTP binding), % at 10 µM; GST-Rac1 activated beads, fluorescent GTP binding, flow cytometry; actives lie on both sides; 100% means binding = to untreated wells; actives 0.11% (n = 190,000);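 active = GTP binding at least 20 percentage points away from the 100% baseline, in either direction, so actives lie on both sides; inconclusive = Compound likely fluorescent itself, or too few beads counted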
Mcl1 Noxa PPI: disrupts binding of human Mcl-1 to Noxa peptide. TR-FRET Mcl-1/Noxa peptide binding, 2 h. inhibition, % at 21.7 µM. actives 1.5% (n = 220,000). AID 1022;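 active = compounds that cut the protein-peptide binding signal by more than 50% relative to plate controls in a single-dose test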;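 also: His-tagged Mcl-1 with rhodamine Noxa BH3 peptide and terbium anti-His antibody; 0% = Mcl-1 plus Noxa peptide wells and 100% = peptide-only wells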
Cdc42 wt GTP: human Cdc42 wildtype GTP binding change, either direction; P60953; GST-Cdc42 beads, Bodipy-GTP binding, flow cytometry; actives lie on both sides; percent activity (GTP binding), % at 10 µM; actives 0.2% (n = 190,000); AID 761;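 active = percent activity GTP binding at least 20 points away from the 100% baseline, either down as inhibitor or up as activator; inconclusive = compound flagged as likely green fluorescent from well-wide comparison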;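 also: median bead fluorescence of bound Bodipy-FL-GTP at 100 nM; 0% = excess unlabeled GTP control and 100% = no compound control; below 100% means less GTP binding so inhibitor and above means activator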
ABCB1 inh: inhibitors of human ABCB1 transporter, ABCG2 counter-screen; P08183; CCRF-Adr cells, JC-1 efflux, flow cytometry; inhibition, % at 6.6 µM; actives 0.067% (n = 190,000); in the data active = inhibition above about 40%;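 also: 0% = vehicle and 100% = reference inhibitor; higher value means more JC-1 retained so stronger ABCB1 efflux block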
Target sequence (P08183 whole entry, looked up): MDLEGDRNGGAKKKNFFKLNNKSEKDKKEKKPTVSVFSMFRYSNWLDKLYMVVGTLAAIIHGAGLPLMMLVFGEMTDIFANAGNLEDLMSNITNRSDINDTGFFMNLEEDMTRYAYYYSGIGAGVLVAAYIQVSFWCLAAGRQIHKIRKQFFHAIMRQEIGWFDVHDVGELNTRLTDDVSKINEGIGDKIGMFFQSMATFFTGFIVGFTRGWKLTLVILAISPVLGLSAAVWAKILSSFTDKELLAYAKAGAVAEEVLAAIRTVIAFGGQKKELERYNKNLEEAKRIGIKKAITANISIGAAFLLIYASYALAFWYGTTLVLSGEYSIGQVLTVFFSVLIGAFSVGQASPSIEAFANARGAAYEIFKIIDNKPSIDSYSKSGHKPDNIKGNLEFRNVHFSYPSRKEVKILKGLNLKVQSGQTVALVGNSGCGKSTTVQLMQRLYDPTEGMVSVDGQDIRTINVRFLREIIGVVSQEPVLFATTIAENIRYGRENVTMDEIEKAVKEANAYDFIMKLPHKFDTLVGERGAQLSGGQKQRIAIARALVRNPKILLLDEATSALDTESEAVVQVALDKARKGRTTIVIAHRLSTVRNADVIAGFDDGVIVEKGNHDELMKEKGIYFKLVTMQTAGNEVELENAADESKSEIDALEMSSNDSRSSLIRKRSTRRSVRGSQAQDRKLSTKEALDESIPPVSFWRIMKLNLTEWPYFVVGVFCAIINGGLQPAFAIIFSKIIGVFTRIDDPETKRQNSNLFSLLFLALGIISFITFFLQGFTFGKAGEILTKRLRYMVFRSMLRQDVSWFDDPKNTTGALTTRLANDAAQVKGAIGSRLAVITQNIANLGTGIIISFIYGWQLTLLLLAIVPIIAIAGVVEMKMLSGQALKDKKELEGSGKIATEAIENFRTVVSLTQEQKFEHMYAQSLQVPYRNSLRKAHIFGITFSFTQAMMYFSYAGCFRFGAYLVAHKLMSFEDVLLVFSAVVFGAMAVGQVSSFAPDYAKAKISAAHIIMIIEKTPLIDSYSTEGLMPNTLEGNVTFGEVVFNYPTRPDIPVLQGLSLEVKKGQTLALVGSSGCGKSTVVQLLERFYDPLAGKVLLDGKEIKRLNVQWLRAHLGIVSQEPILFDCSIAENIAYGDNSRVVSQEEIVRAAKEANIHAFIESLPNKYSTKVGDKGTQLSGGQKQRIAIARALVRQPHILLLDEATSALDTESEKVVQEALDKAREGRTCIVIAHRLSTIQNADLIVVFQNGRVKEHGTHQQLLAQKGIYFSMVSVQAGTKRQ
Avidin fluor: compound fluoresces at 488/530 nm on avidin beads; compound fluorescence 488/530 nm, flow cytometry; hits give high values; fluorescence (KMESF) at 10 µM; actives 0.38% (n = 220,000); in the data active = fluorescence above about 47; also: inactives centre near 10
Pf gametocyte: P. falciparum stage V gametocyte viability inhibition; P. falciparum stage V gametocytes, ATP luminescence, 24 h; inhibition, % at 10.9 µM; actives 0.065% (n = 150,000);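 active = inhibition above the mean plus 3 SD of compounds within the control limits, set per campaign, cut at about 38% in these data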;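 also: 0% = DMSO wells and 100% = medium only without gametocytes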
* hit, by the source's call; ? = inconclusive; . = no result given.

SMILES	ABCG2 inh	Rab2 wt GTP	Rac1 wt GTP bind	Rab7 wt GTP bind	HRas wt GTP bind	Rac1 mut GTP	Mcl1 Noxa PPI	Cdc42 wt GTP	ABCB1 inh	Avidin fluor	Pf gametocyte
O=C(CSc1nc2ccccc2n1CCc1ccccc1)c1ccc(O)c(O)c1	2	95	92	101	94	90	102*	93	-0.9	5	.
CCN(CC)S(=O)(=O)c1ccc2c(c1)nc(SC(C)C(N)=O)n2-c1ccc(OC)cc1 (centres undefined)	5	100	103	97	102	99	26	103	1.7	34	-7
Cc1cc(C)cc(C(=O)NCC(=O)OCC(=O)N2CCN(S(=O)(=O)c3ccc4ccccc4c3)CC2)c1	-2	101	104	100	102	100	-4	100	0.3	2	2
Cn1c(COc2ccccc2)nnc1SCC(=O)Nc1ccc2c(c1)OCO2	2	98	100	94	97	99	-6	97	0.1	8	.
COc1ccc(/C=C2\SC(=O)N(CCNC(=O)Cc3coc4cc(C)ccc34)C2=O)cc1OC	5	98	104	97	100	102	27	102	1.6	2	.
COc1cccc(NC(=O)C2CCN(S(C)(=O)=O)CC2)c1	2	98	97	101	98	95	18	97	0.2	8	.
CC(C)N1CCc2c(sc(NC(=S)NC(=O)c3ccccc3)c2C#N)C1	0	103	104	103	103	102	35	105	0.3	13	1
Cc1ccc(S(=O)(=O)c2ccccc2)cc1S	-1	96	101	95	97	99	8	98	0.1	6	.
Cc1[nH]c(=O)[nH]c1C(=O)CCCCC(=O)O	4	101	104	99	102	101	-5	102	-0.2	3	12
CCn1c(CSc2nc3ccccc3s2)nnc1SCC(=O)OC(C)(C)C	5	102	109	102	103	101	11	103	1.1	9	13
CCOC(=O)C1CCN(C(=O)c2cccnc2)CC1	-2	102	99	101	98	98	21	102	0.6	14	.
COc1ccc(NC(=O)Cc2c(C(=O)O)n(C)c3ccccc23)cc1OC	1	98	95	105	97	92	10	96	0.3	7	4
CNCc1ccccc1Sc1ccc(OC)c(OC)c1	4	101	104	103	100	97	2	102	1.1	22	-16
COc1ccc(CN(C(=O)CSc2nnc(-c3ccccc3C)o2)c2ccc(F)cc2)cc1	0	100	104	100	99	98	-1	100	0.9	7	-21
O=C(O)c1ccc2c3c(ncnc13)-c1ccccc1C2=O	16	92	96	91	94	96	22	99	0.0	36	.
CCOC(=O)C1(Cc2cccc(OC)c2)CCN(Cc2csc(C(C)=O)c2)CC1	4	98	98	95	96	94	10	103	-1.4	11	.
O=c1oc2c(CN3CCOCC3)c(O)c(Cl)cc2c2c1CCC2	2	96	95	96	99	97	1	98	0.3	36	.
S=C(Nc1ccccc1)N1N=C(c2cccs2)CC1c1cccs1 (centres undefined)	1	93	98	93	95	95	2	96	0.4	8	-22
CCn1c(COc2ccc(C(C)C)cc2)nnc1SCC(=O)Nc1nccs1	1	96	104	95	100	102	3	105	0.2	8	-35
Cc1ccc(S(=O)(=O)N(C)c2ccc(OCC(=O)Nc3nc(-c4ccccc4)cs3)cc2)cc1	1	98	101	100	98	96	-12	97	0.4	10	0
COC(=O)c1cc(NC2c3ccccc3C(=O)N2c2cccnc2)cc(C(=O)OC)c1 (centres undefined)	-2	100	103	97	100	97	19	101	-1.7	7	.
CC(=O)Nc1ccc(NC(=O)C2CCCN2C(=O)Nc2ccc(F)c([N+](=O)[O-])c2)cc1 (centres undefined)	-1	99	96	103	98	95	-9	98	0.0	11	-5
C=CCn1c(SCC(=O)O)nnc1-c1cccc(Cl)c1	2	96	96	99	97	95	70*	99	-0.1	9	12
Cc1cc(NC(=O)Cn2cnc3c(cnn3C(C)(C)C)c2=O)no1	-8	98	109	99	99	98	10	102	-0.7	34	.
O=C(NNC(=O)c1ccccc1O)c1ccco1	4	97	104	96	96	94	23	95	-0.9	6	.
Further compounds.
SMILES	ABCG2 inh	Rab2 wt GTP	Rac1 wt GTP bind	Rab7 wt GTP bind	HRas wt GTP bind	Rac1 mut GTP	Mcl1 Noxa PPI	Cdc42 wt GTP	ABCB1 inh	Avidin fluor	Pf gametocyte
Cc1nc2ccccc2c(=O)n1N	1	96	100	94	98	99	-11	102	0.2	7	.
CCOc1ccccc1NC(=O)c1cc(C(=O)Nc2ccccc2OCC)cc(N2C(=O)CCC2=O)c1	0	101	102	106	100	97	2	102	-0.1	10	12
CC1(C)Cc2c(c(-c3ccccc3)nc(N3CCCC3)c2C(N)=O)CO1	0	106	108	106	106	99	-8	106	0.3	7	5
Cc1ccc(NC(=O)Nc2ccc3c(c2)N(C)C(=O)CS3)nc1	4	99	102	94	101	99	37	99	0.3	7	-8
C=CCn1c(CSc2nc3ccccc3s2)nnc1SCC(=O)NCc1ccco1	5	101	101	100	100	96	51*	98	1.0	20	.
Cc1ccc(OCC(=O)Nc2ccc3c(c2)OCO3)c([N+](=O)[O-])n1	47	98	101	100	98	99	21	99	1.1	12	-7
CCNC(=S)N/N=C(\C)c1ccc(Cl)s1	8	98	104	98	101	99	-46	101	0.1	14	0
O=C1CSC(c2ccccn2)N1c1ccc(Br)cc1 (centres undefined)	0	99	98	97	96	96	4	99	0.9	3	-2
Cc1ccc(-n2ncc3c(=O)[nH]c(SCC(=O)N4CCN(c5ccccc5)CC4)nc32)cc1	7	102	103	97	101	101	17	103	1.2	8	17
COc1cc(OC)c(OC)cc1CN1CCCC(C(=O)c2ccc3c(c2)OCO3)C1 (centres undefined)	2	101	103	102	100	95	7	103	3.0	2	-1
COc1cccc(C(CC(=O)Nc2cccc3ccccc23)NC(=O)c2ccccc2)c1 (centres undefined)	9	99	100	101	99	99	4	98	1.3	14	.
NC(=O)c1ccsc1N	-6	98	105	97	97	97	24	98	-0.1	10	.
CN(C(=O)COc1ccccc1)c1nnc(-c2ccncc2)s1	34	98	102	100	99	100	14	102	1.1	38	.
COc1ccccc1N1CCN(C(=O)CCSCc2ccccc2F)CC1	6	102	103	107	101	95	-10	101	-0.3	10	-17
CN(C)C(=O)c1cn(-c2ccc(Cl)cc2)c(=O)c2ccccc12	6	96	100	94	97	95	18	98	0.9	11	1
CN1CCN(C(=O)c2cc3ccccc3oc2=O)CC1	1	103	109	103	101	102	-9	104	-0.1	18	.
CCOC(=O)C(=CNc1ccc(C)cc1C)C(=O)OCC	6	102	104	100	101	100	17	103	0.9	10	.
O=C(Nc1ccccc1)c1cnc2ccccc2n1	26	99	104	98	98	101	31	101	2.7	3	.
Cc1cc(C)c[n+](CC(=O)c2ccc(NC(=O)c3ccccc3)cc2)c1	0	100	101	102	99	96	21	96	0.2	23	.
CSc1ccc(C(=O)/C=C/c2ccc(N)cc2)cc1	-4	98	102	97	99	97	2	97	-0.8	8	4
Cc1cc(C)c(C)c(S(=O)(=O)N2CCCCC2C(=O)O)c1C (centres undefined)	-1	98	98	106	99	95	-5	95	0.6	9	.
COc1ccc2c(c1)c(=O)oc1c(C)c(OCc3cc(C(=O)O)oc3C)ccc12	0	?	?	?	?	?	43	?	-0.5	20	0
CCn1c(Cn2nnc(-c3ccccc3)n2)nnc1SCC(=O)N1CCOCC1	2	99	103	98	99	98	-4	101	0.3	4	8
CCOC(=O)c1c(NC(=O)CC)sc(C(=O)N2CCCCC2)c1C	17	100	106	101	101	100	10	105	1.4	20	.
CC(=O)Nc1cccc2c1C(=O)N(c1cccc(OC(C)=O)c1)C2=O	0	97	94	104	96	94	-9	95	0.1	5	1
Later entries:
SMILES	ABCG2 inh	Rab2 wt GTP	Rac1 wt GTP bind	Rab7 wt GTP bind	HRas wt GTP bind	Rac1 mut GTP	Mcl1 Noxa PPI	Cdc42 wt GTP	ABCB1 inh	Avidin fluor	Pf gametocyte
COc1ccc(CCC(=O)Nc2ccc3c(c2)OCCO3)cc1	1	101	103	102	101	99	3	102	0.2	35	-15
COc1ccc(-c2cc(C(=O)NN)n(-c3ccccc3)n2)cc1	-2	97	104	96	97	99	1	99	-1.5	14	-7
N#CCC(=O)N1CCCCCC1	26	104	108	104	102	99	12	103	1.0	11	-20
CN(C)CCN=c1cc(-c2ccccc2)oc2ccc(Cl)cc12	13	100	102	100	100	98	14	104	0.2	45	-9
Cc1nn(-c2ccccc2)c2c1C(c1c(C)[nH]c(C#N)c1C)C(C#N)=C(N)O2 (centres undefined)	2	95	94	95	97	93	29	98	0.1	11	-11
Fc1ccc(NCc2nnc(SCc3ccccc3)o2)cc1	2	93	97	99	97	94	-11	96	0.5	14	-9
Cc1cc(-c2ccccc2C(=O)O)on1	1	96	99	94	98	97	-1	100	0.2	9	.
CCC1Oc2ccc(C)cc2N(Cc2cccc(C)c2)C1=O (centres undefined)	17	99	103	97	100	101	-5	99	0.5	10	.
COc1ccc(N2CCN(C3=CC(=O)N(c4cccc(Cl)c4)C3=O)CC2)cc1	-2	95	98	99	96	96	13	97	-0.8	22	-2
Cc1ccc(S(=O)(=O)N2CCCCC2)cc1NC(=O)CSCC(=O)O	1	98	97	96	97	97	3	97	0.3	9	.
COCCN1Cc2cccc(C(=O)Nc3cccnc3)c2C1=O	9	95	96	94	97	96	-1	97	1.3	20	.
CCOc1ccc(/C=C/C(=O)c2cc(Br)ccc(=O)c2O)cc1	-10	88	94	93	90	86	2	87	-1.5	4	0
CCOC(=O)CC(NC(=O)Cn1nnc(-c2ccccc2F)n1)c1ccc(OC)cc1 (centres undefined)	2	102	95	104	97	96	8	98	0.8	9	2
CC1CCCCC1NC(=O)Cn1nnc(-c2ccc(Cl)cc2)n1 (centres undefined)	1	?	?	?	?	?	10	?	0.1	12	5
COc1ccc(N=C2SC(CC(=O)Nc3ccccc3)C(=O)N2CCN2CCOCC2)cc1 (centres undefined)	16	97	101	103	98	96	7	95	1.1	14	-36
COc1ccc(-c2onc(C)c2-c2ccc3c(c2)OCCO3)c(O)c1	1	96	99	95	98	96	-3	95	0.3	10	10
O=C(CC1COc2ccccc2O1)NC1CCCCC1 (centres undefined)	4	92	89	91	93	90	.	93	0.8	11	.
CC(C)Cc1cc(C(=O)NCc2cccnc2)no1	1	99	103	98	97	99	12	99	0.4	6	.
CCOC(=O)c1ccc(Nc2cc(C)nc3nc(C)nn23)cc1	-2	98	98	96	98	95	14	99	-0.8	8	.
COc1cccc(-c2noc(-c3ccoc3C)n2)c1	3	99	98	103	96	98	19	98	0.8	6	-5
CC/C(=N\NC(=O)c1ccc(N(C)C)cc1)c1ccccc1	3	100	103	101	102	103	5	94	0.6	4	24
